Compound activity: PubChem BioAssay, several laboratories
GLD-1 RNA inh = GLD-1-TGE RNA interaction inhibition (C. elegans); Q17339; purified GLD-1 + fluorescein TGE RNA, fluorescence polarization; inhibition, % at 5.96 µM; hit rate 0.44% among 320,000;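 active = percent inhibition above a per-plate cutoff, the plate mean of test compounds plus 3 SD, cut at about 30% in these data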;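 also: 0% = DMSO wells with GLD-1 and probe and 100% = wells lacking GLD-1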
MCL1-BIM inh = inhibitors of human MCL1 binding to BIM-BH3 peptide; inhibition, % at 10.9 µM; GST-MCL1 / FITC-Bim-BH3 fluorescence polarization; hit rate 0.68% among 320,000;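 active = inhibition above the mean inhibition of all tested compounds plus 3 SD, set per campaign, cut at about 40% in these data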;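 also: 0% = DMSO wells and 100% = unlabeled Bim-BH3 peptide control; higher means more loss of mP so more displacement of Bim peptide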
Target sequence (Q07820 whole entry, looked up): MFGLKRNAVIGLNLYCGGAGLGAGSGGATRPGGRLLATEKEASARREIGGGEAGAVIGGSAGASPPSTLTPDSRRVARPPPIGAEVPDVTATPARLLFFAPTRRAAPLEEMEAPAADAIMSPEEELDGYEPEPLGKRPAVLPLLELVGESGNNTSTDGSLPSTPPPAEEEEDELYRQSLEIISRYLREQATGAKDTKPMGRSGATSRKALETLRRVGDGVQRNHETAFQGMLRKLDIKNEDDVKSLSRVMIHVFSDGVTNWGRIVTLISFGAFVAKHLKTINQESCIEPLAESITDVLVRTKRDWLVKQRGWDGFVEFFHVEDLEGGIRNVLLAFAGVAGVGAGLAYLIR
AHR activator = activates the human aryl hydrocarbon receptor; activation, % at 5 µM; AID 2796; hit rate 2.5% among 320,000; AHR-responsive luciferase reporter cells, luminescence; in the data active = activation above about 47%;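 also: 0% = vehicle wells and 100% = reference agonist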
Bcl-xL primary = Bcl-xL (human) inhibition; GST-Bcl-xL / FITC-Bim BH3 peptide fluorescence polarization; inhibition, % at 10.9 µM; hit rate 0.7% among 320,000;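 active = inhibition above the mean of all tested compounds plus 3 SD, cutoff set per campaign, cut at about 30% in these data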;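 also: 0% = DMSO wells and 100% = unlabeled Bim-BH3 peptide competitor; inhibitors lower millipolarization by displacing the labeled peptide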
Target sequence (Q07817 whole entry, looked up): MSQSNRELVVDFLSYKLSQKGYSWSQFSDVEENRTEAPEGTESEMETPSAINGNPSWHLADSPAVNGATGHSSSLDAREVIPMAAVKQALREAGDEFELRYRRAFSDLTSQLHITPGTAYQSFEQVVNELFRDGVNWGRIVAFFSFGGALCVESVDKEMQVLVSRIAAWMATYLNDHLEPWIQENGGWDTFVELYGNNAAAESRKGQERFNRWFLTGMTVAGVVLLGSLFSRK
Fam108B counter = blocks mouse Fam108B hydrolase in RBBP9 counter-screen; recombinant Fam108B, FP-Rh probe fluorescence polarization; inhibition, % at 9.51 µM; hit rate 0.33% among 300,000;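 active = inhibition above the screen mean inhibition plus 3 SD, computed separately per campaign, cut at about 18% in these data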;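 also: inhibitors lower polarization as less probe binds the enzyme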
PME-1 primary = PME-1 (human) inhibition. hit rate 0.53% among 320,000. recombinant PME-1, FP-Rh probe fluorescence polarization. inhibition, % at 5.9 µM. Q9Y570;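 active = inhibition above the campaign mean of all compounds plus 3 SD, cut at about 26% in these data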;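 also: competitive labeling of PME-1 active site by serine hydrolase directed probe; 0% = PME-1 with DMSO and 100% = wells lacking PME-1 enzyme; inhibitors block probe labeling so polarization falls and inhibition rises; many of its hits are not listed in these tables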
pPAFAH inh = inhibitors of human plasma PAF acetylhydrolase (pPAFAH); hit rate 1.5% among 330,000; Q13093; recombinant pPAFAH, FP-rhodamine probe fluorescence polarization; inhibition, % at 3.39 µM;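 active = inhibition above the mean inhibition across the screen plus 3 SD, cut at about 25% in these data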;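 also: inhibitors block binding of the rhodamine activity-based probe so polarization drops; 0% = enzyme with DMSO and 100% = wells lacking pPAFAH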
Target sequence (Q13093 whole entry, looked up): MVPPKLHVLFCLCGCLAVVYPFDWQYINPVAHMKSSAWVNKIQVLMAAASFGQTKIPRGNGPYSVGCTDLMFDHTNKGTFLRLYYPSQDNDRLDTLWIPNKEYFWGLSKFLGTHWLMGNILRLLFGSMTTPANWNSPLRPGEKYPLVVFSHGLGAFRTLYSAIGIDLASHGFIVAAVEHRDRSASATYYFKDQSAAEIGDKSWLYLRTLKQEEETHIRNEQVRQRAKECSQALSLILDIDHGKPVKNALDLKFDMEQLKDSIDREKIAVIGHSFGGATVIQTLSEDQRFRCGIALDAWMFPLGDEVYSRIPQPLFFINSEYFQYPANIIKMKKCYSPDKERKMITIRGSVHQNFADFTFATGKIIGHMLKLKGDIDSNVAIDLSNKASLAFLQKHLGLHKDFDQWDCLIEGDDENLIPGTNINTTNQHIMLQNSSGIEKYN
PAFAH1B2 FP inh = inhibitors of human PAFAH1B2; P68402; recombinant PAFAH1B2, FP-rhodamine activity probe, fluorescence polarization; inhibition, % at 3.39 µM; hit rate 1.2% among 340,000; AID 492953;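 active = inhibition above the mean of all tested compounds plus 3 SD, cut at about 24% in these data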;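 also: 0% = enzyme with DMSO and 100% = wells lacking PAFAH1B2; many of its hits are not listed in these tables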
MEX-5 binding = C. elegans MEX-5 TCR-2 RNA binding activity. AID 1832. activity score (negative = inhibition of binding), % at 10 µM. hit rate 0.38% among 300,000. Q9XUB2. MEX-5/FITC-TCR2 RNA binding, fluorescence polarization; stronger effect = lower value;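 active = inhibition past about -25% in most replicates, and total fluorescence under double the plate's negative control median, limit read from the data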;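 also: 0% = DMSO and -100% = 5 µM competing unlabeled TCR2 RNA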
* hit, by the source's call; x = not tested or not shown. An excerpt; the hit share may differ from the screen's.

SMILES	GLD-1 RNA inh	MCL1-BIM inh	AHR activator	Bcl-xL primary	Fam108B counter	PME-1 primary	pPAFAH inh	PAFAH1B2 FP inh	MEX-5 binding
Cc1cccc(OCCNc2ccc([N+](=O)[O-])cn2)c1	32*	-4	-3	2	-1	9	9	1	-1.1
CCC(=O)c1ccc(OCC(O)CNC(C)c2ccccc2)cc1 (stereo not given)	0	-2	0	4	3	-4	1	-3	0.6
CC(C)OCCCN1CN(S(=O)(=O)c2cccc(Cl)c2)c2nc3ccccc3nc21	3	1	0	2	1	-1	3	2	-0.2
O=C(NCc1ccco1)NCC(F)(F)F	2	-6	0	1	11	4	4	3	3.8
COc1ccc(Nc2c([N+](=O)[O-])ccc3c2=NC2(CCCCC2)N=3)cc1	4	6	42	8	11	21	9	2	-2.8
CC1(NC(=O)NCc2ccccc2)CCS(=O)(=O)C1 (stereo not given)	-1	8	1	-1	5	-1	3	5	-0.3
CCn1ncc(C2=NOC(C(=O)Nc3cnn(C45CC6CC(CC(C6)C4)C5)c3)C2)c1C (stereo not given)	2	6	2	8	0	7	1	2	-0.9
CCC(=O)c1ccc(OCC(O)CN2CC(C)OC(C)C2)cc1 (stereo not given)	3	1	-3	6	1	-2	2	-5	0.3
COc1ccc(NC(=O)N(Cc2cc3cc(C)ccc3[nH]c2=O)CC2CCCO2)cc1 (stereo not given)	4	7	13	8	-1	-7	7	5	0.2
O=C(CSc1ncn[nH]1)Nc1nc(-c2ccccc2)ns1	6	0	29	0	1	3	1	3	-0.3
Nn1c(SCC(=O)N2CCOCC2)nnc1-c1cccnc1	3	-15	0	-14	x	2	3	3	x
Cc1cc(C)n2nc(C(=O)OCC(=O)NC(=O)c3ccccc3)nc2n1	0	5	2	2	0	-7	-2	2	1.4
Cc1c(N2C(=O)c3ccc4c5c(ccc(c35)C2=O)CC4)c(=O)n(-c2ccccc2)n1C	0	52*	2	23	9	5	16	2	-0.6
CC(=O)c1cccc(N(C(=O)CNC(=O)c2ccco2)C(C(=O)NCC2CCCO2)c2ccccc2)c1 (stereo not given)	-2	9	2	7	-2	5	2	9	1.6
COc1ccccc1C(=O)N/C(=C\c1ccc(Br)cc1)C(=O)NCCCO	0	7	2	10	-2	-5	3	-1	1.7
Brc1ccc2nc(N3CCN(c4ccccc4)CC3)sc2c1	-1	-3	-5	0	-2	-5	5	-2	-1.0
O=C1NC(=S)N/C1=C/c1cc([N+](=O)[O-])ccc1N1CCOCC1	4	1	3	10	-1	-3	7	x	-4.1
CCOC(=O)C1CCN(S(=O)(=O)c2ccc3oc(=O)ccc3c2)CC1	2	0	2	1	0	-2	-1	6	2.1
CCc1ccccc1NC(=O)c1nnn(CC(=O)Nc2cccc(C)c2)c1N	5	2	11	8	-3	-2	3	1	-1.0
COc1ccc(CCNC(=O)CCc2nnc(Cc3ccc4c(c3)OCO4)o2)c(OC)c1	-2	8	1	3	0	-1	-5	7	-0.2
Cc1cc(Cl)ccc1OC(C)C(=O)Nc1ccc(S(=O)(=O)N2CCOCC2)cc1 (stereo not given)	4	8	2	4	-1	3	-3	1	5.6
COCCCNC(=O)c1cn(CC(C)C)c(=O)c2c1c1ccccc1n2C	0	-1	2	4	4	0	-6	6	-2.0
Cc1ccc(O)c(CP(=O)(c2ccccc2)c2ccccc2)c1	9	5	-1	6	2	5	10	-2	-1.4
CC1CCN(CC(=O)Nc2cccc([N+](=O)[O-])c2)CC1	6	4	1	-1	0	-2	-3	0	1.4
CC(=O)N(C1=C(N)C(=O)c2ccccc2C1=O)c1ccccc1	-2	3	18	1	-2	3	5	12	1.1
COC(=O)c1cc(C(=O)Nc2ccc(C)cn2)cc([N+](=O)[O-])c1	-2	-5	2	-2	-6	5	-3	10	0.4
C=CCOC(=O)C1=C(C)N=C2SCCC(=O)N2C1c1ccc(OC(=O)c2ccco2)cc1 (stereo not given)	2	8	1	2	0	-2	1	1	-5.1
Cc1oc2ccc(O)cc2c1C(=O)c1ccccc1	0	-7	-2	-2	1	-1	4	-3	-1.2
CCn1c(=O)n(CC(=O)Nc2cc(OC)c(OC)c(OC)c2)c(=O)c2ccccc21	4	3	1	1	0	-3	-1	-3	x
COc1ccc(CN2CCN(c3ccc(F)cc3)CC2)c(OC)c1OC	1	6	5	3	4	-5	-5	1	4.3
COc1cccc(N2C(=NC(=O)C3CCCCC3)SC3CS(=O)(=O)CC32)c1 (stereo not given)	1	10	-1	6	1	4	9	7	-1.8
COc1ccc(NC(=O)CCCN2C(=O)C3C4C=CC(C4)C3C2=O)c(OC)c1 (stereo not given)	-2	1	1	1	0	5	3	-1	0.4
O=C(O)c1cccc2c3c([nH]c12)CCCC3	-10	3	1	3	0	-3	0	12	1.2
COC(=O)Nc1ccc(S(=O)(=O)n2cnc3ccccc32)cc1	2	-6	6	2	2	9	12	6	1.2
CC(=O)N(c1ccc(C)cc1)C1C=CS(=O)(=O)C1 (stereo not given)	1	-4	-3	-3	-2	-4	-7	3	0.5
CCOC(=O)C1CCCN(Cc2c(C(=O)N3CCOCC3)nc3ccccn23)C1 (stereo not given)	0	5	7	2	5	5	1	3	-0.6
O=C(Oc1ccc2c(-c3ccccc3)cc(=O)oc2c1)c1cccs1	4	8	-2	7	-1	-3	-5	2	0.1
Cc1cc(=O)n2[nH]c(N3C(=O)CCC3=O)nc2n1	-9	9	5	3	0	1	-5	-1	-1.1
c1ccc(COC2CCCN(Cc3nc(-c4cnccn4)no3)C2)nc1 (stereo not given)	6	17	2	7	1	2	1	3	-2.6
COc1ccc(NC(=O)CN2CC(C)OC(C)C2)cc1Cl (stereo not given)	9	2	0	1	5	1	-4	0	1.1
CN(C)C(=O)C[n+]1ccc(C(N)=O)cc1	-1	-6	1	1	6	0	1	0	1.3
O=S(=O)(Nc1cccc(-n2cnnn2)c1)c1cc(Br)ccc1Br	1	5	4	7	-2	9	5	13	-5.4
COc1ccc(S(=O)(=O)N2CCCC2CNC(=O)C(=O)NCc2ccccc2)cc1 (stereo not given)	6	3	0	8	2	2	5	-1	2.1
CC(=O)NC(=S)Nc1ccc(NC(=O)c2cccs2)cc1	1	8	-2	-2	1	-2	-2	-1	-1.8
COc1ccc(-c2nc(SCC(=O)N3CCOCC3)n[nH]2)cc1	0	1	7	2	14	-2	1	-1	-0.4
CCSc1nnc(NC(=O)c2cccnc2)s1	1	-7	12	-2	-1	5	6	1	-0.9
O=c1c2nncn2c2cccnc2n1CCNc1ncc(C(F)(F)F)cc1Cl	0	8	-1	1	1	3	4	0	-6.4
CC(C)(C)NC(=S)N1CCC(C(=O)c2ccc(F)cc2)CC1	10	7	-1	5	-1	8	6	3	2.5
CCCOC(=O)Nc1ccc(S(=O)(=O)Nc2ncccn2)cc1	0	-9	0	-1	-2	1	5	2	0.1
COc1ccc(NC(=O)c2cc3c(s2)CCC(C)C3)cc1S(=O)(=O)N1CCOCC1 (stereo not given)	0	-6	9	0	-3	-14	-7	0	-0.4
O=C(NCCc1cnccn1)C1CCC(=O)N(Cc2ccc(Cl)cc2)C1 (stereo not given)	0	3	0	6	-5	4	1	2	-1.3
COc1ccc(-n2nc3c(c2NC(=O)c2ccc4c(c2)OCO4)CS(=O)(=O)C3)cc1	5	7	6	6	2	2	8	-2	-1.8
CN1C(=O)N(C)C2(c3ccccc3)Nn3c(s/c(=C/c4ccco4)c3=O)=NC12c1ccccc1 (stereo not given)	-1	4	8	2	-5	3	6	4	-4.4
COC(=O)C1CN(S(=O)(=O)c2ccccc2)CCN1S(=O)(=O)c1ccccc1 (stereo not given)	1	8	2	6	-6	-6	-4	3	-2.3
NC(=O)CC(NC(=O)Cc1cccc2ccccc12)c1ccc(NCCc2ccc(F)cc2)c([N+](=O)[O-])c1 (stereo not given)	2	-11	-2	3	-9	-2	-4	16	-3.1
COC(=O)C1CCN(S(=O)(=O)c2c(C)n(C)c(=O)n(C)c2=O)CC1	-3	-2	0	0	0	-2	3	5	0.0
CCCc1c(C)nc2c(OC)cccc2c1SCC(=O)O	4	7	4	11	-5	0	-4	1	2.0
CCOc1ccccc1/C=N/Nc1nc2ccccc2o1	4	0	15	0	-1	3	4	9	1.1
CCOC(=O)C1CCN(C(=O)C(=O)c2cn(CC(=O)N3CCCCCC3)c3ccccc23)CC1	10	3	30	11	-4	7	7	2	-1.3
Cc1nc2nc(N)nc(OCc3ccccc3)c2nc1C	-5	1	0	3	2	4	9	x	-0.7

Part of the list above in another layout.
mol | GLD-1 RNA inh | MCL1-BIM inh | AHR activator | Bcl-xL primary | Fam108B counter | PME-1 primary | pPAFAH inh | PAFAH1B2 FP inh | MEX-5 binding
Cc1cc(C)n2nc(C(=O)OCC(=O)NC(=O)c3ccccc3)nc2n1 | 0 | 5 | 2 | 2 | 0 | -7 | -2 | 2 | 1.4
Cc1c(N2C(=O)c3ccc4c5c(ccc(c35)C2=O)CC4)c(=O)n(-c2ccccc2)n1C | 0 | 52* | 2 | 23 | 9 | 5 | 16 | 2 | -0.6
CC(=O)c1cccc(N(C(=O)CNC(=O)c2ccco2)C(C(=O)NCC2CCCO2)c2ccccc2)c1 (stereo not given) | -2 | 9 | 2 | 7 | -2 | 5 | 2 | 9 | 1.6
COc1ccccc1C(=O)N/C(=C\c1ccc(Br)cc1)C(=O)NCCCO | 0 | 7 | 2 | 10 | -2 | -5 | 3 | -1 | 1.7

(further entries)
SMILES	GLD-1 RNA inh	MCL1-BIM inh	AHR activator	Bcl-xL primary	Fam108B counter	PME-1 primary	pPAFAH inh	PAFAH1B2 FP inh	MEX-5 binding
O=C(NCCN1CCOCC1)c1ccc(CSCc2cccc(Cl)c2)o1	-5	3	2	-3	-6	-7	4	5	-0.1
COc1ccc(-n2c(N)c(-c3nc4ccccc4n3C)sc2=S)cc1	-2	2	23	6	-5	-3	9	5	0.7
COc1cccc(C(=O)Nc2ccc(S(=O)(=O)NCc3ccco3)cc2)c1	-2	-2	6	-3	-2	3	4	1	-0.5
CCOC(=O)c1c(CN2CCOCC2)oc2ccc(OC)cc12	5	-2	0	0	-4	5	2	3	-2.0
Cc1c(/C=N\NC(=O)c2cccc(F)c2)cnn1C	-4	2	6	-2	1	1	4	3	2.4
O=C(Cc1ccccc1)CC1(O)C(=O)Nc2ccccc21 (stereo not given)	0	6	14	2	6	-12	5	6	0.6
O=C(NC(=S)Nc1ccccc1O)c1ccc(Cl)cc1Cl	-2	15	47	4	3	1	-1	1	-1.5
Cc1ccc(C23CC4CC(CC(C(=O)NC(C)C)(C4)C2)C3)cc1	7	6	-2	0	3	-1	2	1	-3.3
Cc1[nH]c(=O)[nH]c1C(=O)CCCCC(=O)OCC(=O)Nc1ccccn1	6	12	-1	11	-2	-4	2	1	-0.9
COCCNC(=O)/C(C#N)=C/C=C/c1ccccc1	6	5	2	4	12	-2	0	0	0.2
COc1ccc(C(=O)OCC(=O)NC2CC2)cc1S(=O)(=O)N(C)Cc1ccccc1	10	-18	0	-10	0	-3	21	4	0.8
O=C(Nc1cccc(-c2cn3ccccc3n2)c1)c1cccc(Cl)c1	-3	1	-11	2	-27	-27	3	0	-0.2
CC(=O)Nc1ccc(S(=O)(=O)N2CCCC2)cc1	-1	13	-2	5	6	2	3	-3	0.0
COc1ccc(C(=O)NCC(c2ccccc2)N2CCCC2)cc1S(=O)(=O)N1CCOCC1 (stereo not given)	-10	4	-2	5	x	5	4	1	x
Cc1ccc(C(=O)NCCNS(=O)(=O)c2ccccc2[N+](=O)[O-])cc1	2	-8	4	-2	-4	2	-2	2	-4.0
Cc1cc(OCCCC(=O)N2CCCCC2)cc(C)c1Cl	6	4	5	14	-1	1	-3	-1	-3.8
